# HIV RNase H inh: inhibitors of HIV-1 reverse transcriptase RNase H; P04585; RT-RNase H RNA/DNA duplex cleavage, fluorescence; inhibition, % at 10 µM; 65,000 tested, 1.9% active; AID 565; in the data active = inhibition above about 50%
# RmlC RmlD mix: RmlC/RmlD inhibition, mixture screen; AID 1532; 110,000 tested, 0.39% active; RmlC/RmlD coupled enzyme inhibition, 384-well mixture HTS; inhibition, % at 5.5 µM; in the data active = inhibition above about 30%, passing the limit was not always enough; inconclusive = no clear call, values can overlap the other calls; note: strong numbers were not always called active
# An asterisk follows results filed as active; ? = inconclusive; . = not tested or not shown.
SMILES,HIV RNase H inh,RmlC RmlD mix
CC1Cc2nc(SCC(=O)Nc3ccc4c(c3)OCO4)n(-c3ccc(F)cc3)c(=O)c2S1 (configuration not stated),-2,-7
Cc1ccc(-n2nc(C)c(NS(=O)(=O)c3ccccc3)c2C)cc1C,.,8
CCCCN=C(C)c1c(O)c2ccccc2oc1=O,-14,-10
CCN1CCN(C(=O)c2ccccc2N(Cc2ccccc2)S(=O)(=O)c2ccc(C)cc2)CC1,.,-10
CCN(CC)c1ccc(C(=O)c2ccccc2C(=O)O)c(O)c1,.,-5
CCCn1c(SCC(=O)NC2CCCCC2C)n[nH]c1=O (configuration not stated),.,5
CCc1nn2c(N3CCOCC3)cc(C)nc2c1-c1ccc(F)cc1,-1,-6
O=C1c2ccccc2C(=O)N1CC1c2ccccc2CCN1S(=O)(=O)c1cnc[nH]1 (configuration not stated),-15,2
COc1ccc(CCN2C(=O)CC(Sc3ncccc3C(=O)O)C2=O)cc1OC (configuration not stated),-20,5
Cc1nc(NC2=NCN(CCc3ccccc3)CN2)nc2c(C)cccc12,-1,.
O=C(Nc1ccc2c(c1)OCCO2)c1ccncc1,15,64
CCOC(=O)C1CCCN(c2c(N3CCOCC3)c(=O)c2=O)C1 (configuration not stated),.,-8
O=C(CCCCCn1c(=S)[nH]c2ccc(Br)cc2c1=O)NCC1CCCO1 (configuration not stated),.,-3
O=C(CN1CCN(Cc2ccccc2Cl)C1=O)N1CCCCCC1,-3,-25
COc1ccc(OC)c(N(CC(=O)N2CCCC2)S(=O)(=O)c2ccc(OC)c(OC)c2)c1,2,4
COc1ccc(OC)c(C2NC(=O)c3sc(=S)n(-c4ccccc4)c3N2)c1 (configuration not stated),10,-5
N#Cc1cccc(C(c2nnnn2Cc2ccccc2)N2CCCC2)c1 (configuration not stated),-8,-12
O=C(Cc1ccccc1)Nc1cccc(-c2nc3ncccc3o2)c1,-14,10
Cc1ccc(NC(=O)CCC(=O)O)cc1F,0,9
COc1ccc(C(CCN2CCCC2)c2c(O)cc(OC)cc2OC)cc1 (configuration not stated),.,6
COc1ccc(/C=N/NC(=O)c2nc(Cl)c(Cl)c(N)c2Cl)cc1COc1ccccc1F,.,?
COc1ccc(N2C(=O)CC(N3CCN(c4ccc(S(=O)(=O)N5CCCC5)cc4)CC3)C2=O)cc1 (configuration not stated),-10,-12
Cc1ccc(CNC(=O)C2CCCN(Cc3cnn(-c4ccccc4)c3-n3cccc3)C2)cc1 (configuration not stated),.,11
C/C(=C/CCC(C)[C@H]1CC[C@@]2(C)C3=C(CC[C@]12C)[C@@]1(C)CCC(=O)C(C)(C)[C@@H]1CC3)C(=O)O (some centres not stated),.,-45
CCCCn1c(SCC(=O)c2ccc(OCC)cc2)nc2cc(S(N)(=O)=O)ccc21,.,-3
Cn1c(=O)[nH]c(=O)c2c1nc(N1CCNCC1)n2CCOc1ccccc1,-5,-12
FC(F)(F)c1ccc(C2[C@H]3CN(Cc4cccnc4)[C@H](c4ccccc4)C34CC2(c2ccccc2)C4)cc1 (some centres not stated),.,-8
CCc1ccc(NC(=O)CS(=O)CC(=O)NC(C)CCc2ccco2)cc1 (configuration not stated),-2,-7
CC(Sc1ccc(Cl)cc1)C(=O)Nc1ccccc1C(=O)N1CCOCC1 (configuration not stated),.,-4
COCc1cc(=O)[nH]c(Nc2nc(C)c3ccc(C)cc3n2)n1,-22,.
CCCCC[C@H](O)/C=C/[C@@H]1[C@@H](C/C=C\CCCC(=O)O)[C@@H](O)C[C@H]1O,.,3
CCOC(=O)c1c(C)nc2sccn12,-7,-8
CSC1=NP(=S)(SC)N2CCCC2=C1C#N (configuration not stated),-16,14
Cc1cc(NC(=O)c2ccc(Cl)cc2)no1,-5,6
O=C(CCN1CCN(c2ccccc2)CC1)Nc1nccs1,-6,2
CCOc1ccc(-c2cc(C(=O)N3CCN(C)CC3)c3ccccc3n2)cc1,-1,-36
COc1ccc(Br)cc1CN1CCCCCCC1,.,12
CCS(=O)(=O)N1CCN(c2c(Cl)cccc2[N+](=O)[O-])CC1,.,-11
Fc1ccc(-n2c(Cc3ccccc3)nnc2SCc2nc(-c3ccc(Cl)cc3)no2)cc1,.,13
O=C(NCCc1ccccn1)C1CC(=O)N(Cc2ccccc2Cl)C1 (configuration not stated),-9,7
Cc1ccc(S(=O)(=O)CCc2nc3ccccc3n2CCC#N)cc1,0,6
CCOC(=O)CNC(=O)c1ccccc1,.,-11
CC1CCCN(C(=O)CSc2nnc(-c3ccc(S(=O)(=O)N4CCOCC4)cc3)n2C)C1 (configuration not stated),0,1
Cc1cc(C)c2nc(N3CCCC(C(=O)N4CCN(c5ncccn5)CC4)C3)sc2c1 (configuration not stated),.,-3
Cc1ccc(C(=O)N2CCC3(CC2)Oc2ccc(F)cc2C(=O)C32CC(c3ccccc3)=NO2)s1 (configuration not stated),.,1
O=C(NCc1ccc(F)cc1)c1noc2c1CCCC2,8,-13
CCC(C)(C)NC(=O)CN(C(=O)c1snc(C(N)=O)c1N)c1ccc2c(c1)OCO2,9,6
CCC/C=C1/CCCOC(C(=O)NCc2ccccn2)(C(F)(F)F)C1 (configuration not stated),.,-11

# Profiles, looked up by structure. Order of screens: HIV RNase H inh | RmlC RmlD mix
# CCS(=O)(=O)N1CCN(c2c(Cl)cccc2[N+](=O)[O-])CC1 across the screens: . | -11
# Fc1ccc(-n2c(Cc3ccccc3)nnc2SCc2nc(-c3ccc(Cl)cc3)no2)cc1 across the screens: . | 13
# O=C(NCCc1ccccn1)C1CC(=O)N(Cc2ccccc2Cl)C1 (configuration not stated) across the screens: -9 | 7
# Cc1ccc(C(=O)N2CCC3(CC2)Oc2ccc(F)cc2C(=O)C32CC(c3ccccc3)=NO2)s1 (configuration not stated) across the screens: . | 1
# CCC/C=C1/CCCOC(C(=O)NCc2ccccn2)(C(F)(F)F)C1 (configuration not stated) across the screens: . | -11

# The list continues.
SMILES,HIV RNase H inh,RmlC RmlD mix
COc1ccc(C(=O)c2ccc(N(C)C)cc2)c2ccccc12,.,6
Cc1nc(/C=[N+](\[O-])C(C)(C)/C=N/O)n(O)c1C,-1,-10
C#CCNC(=O)C1=C[C@@H](c2coc3ccccc3c2=O)C[C@@H](OCc2ccc(CO)cc2)O1,.,-16
C/C(=C\c1ccccc1)CN1CCN(c2ccccc2)CC1,4,4
Cn1cc(C(CC(=O)O)C(=O)O)c2ccccc21 (configuration not stated),.,6
FC(F)C(F)(F)C1=CC(c2ccccc2)=NCCN1,0,11
COC(=O)Nc1ccc(C)c2nsnc12,-8,.
O=C(CN(Cc1ccc2c(c1)OCO2)C(=O)CSc1nc2ccccc2o1)NC1CCCCC1,15,10
CCSc1nc(-c2ccco2)ccc1C#N,-8,-70
O=C(N/N=C\c1ccccc1)c1sccc1-n1cccc1,.,-6
CC1CC1C(=O)OCC(=O)NC(=O)NCc1ccco1 (configuration not stated),.,-40
COc1cc(NC(=O)c2ccc3c(=O)n(Cc4ccco4)c(=S)[nH]c3c2)cc(OC)c1OC,-4,-13

# In another format: 2 of the compounds above
# Below each compound – HIV RNase H inh, RmlC RmlD mix
> C/C(=C\c1ccccc1)CN1CCN(c2ccccc2)CC1
 : 4, 4
> Cn1cc(C(CC(=O)O)C(=O)O)c2ccccc21 (configuration not stated)
 : ., 6

# Going on with the list:
SMILES,HIV RNase H inh,RmlC RmlD mix
CCOC(=O)c1c(-c2ccc(C)cc2C)csc1NC(=O)CSc1nnnn1C,-51,-1
CCCCCn1c(N)c(C(=O)NCc2cccs2)c2nc3ccccc3nc21,.,-223
COC(=O)CNS(=O)(=O)c1ccc(OC)cc1,.,-7
O=C(Cn1ncc2c1-c1ccccc1OC2)N(Cc1ccco1)C1CCCCC1,-6,8
CC1=C(C(=O)NCCN2CCOCC2)C2(CCC(C)CC2)OC1=O (configuration not stated),-2,-13
Cc1ccc(N(CC(=O)NCCSCc2ccco2)S(=O)(=O)c2ccc(C)cc2)cc1,.,2
CCc1nnc(NC(=O)c2ccc(N(C)S(=O)(=O)c3ccccc3)cc2)s1,6,8
Cc1ccc(S(=O)(=O)Nc2cc(C)nn2-c2ccccc2)cc1,-8,-9
CC(C)(C)C1CC=C2C(C#N)=C(N)C(C#N)(C#N)C(c3cccs3)C2C1 (configuration not stated),.,5
CCC(CO)N=CC1=C(O)CC(C)(C)CC1=O (configuration not stated),-5,-17
C/C(=N\OC(=O)NC1CCCCC1)c1sc(-c2ccccc2)nc1C,.,-5
O=C(COC(=O)C1=COCCO1)Nc1ccccc1Oc1ccccc1,-22,-7
COc1ccc2[nH]c(=O)c3c(c2c1)OC(C)(C)C=C3,-14,8
Cn1cccc1CC(=O)N/N=C\c1c2ccccc2cc2ccccc12,.,8
O=C(Nc1ccc(S(=O)(=O)N2CCOCC2)cc1)c1ccco1,-11,0
CC(=O)C1=C(O)C(=O)N(c2nccs2)C1c1ccccc1 (configuration not stated),.,-9
Cc1cccc(OCC(=O)Nc2ccc(S(=O)(=O)N3CCCC3)cc2)c1,5,.
COc1ccc(C/C(O)=C(\C#N)c2nc3ccccc3s2)cc1,-5,-5
Cc1ccc(-c2c3c(=O)n(C)c(=O)n(C)c3cn2Cc2cccnc2)cc1,18,2
Nn1c(SCC(=O)NC2CCCCC2)nnc1-c1ccccc1,0,-12
Cc1ccc2[nH]c(=O)c(CN(C)C(=O)c3ccccn3)cc2c1,3,-8
O=C(CCCCCN1C(=O)c2ccccc2C1=O)Nc1ccc2c(c1)OCCO2,.,1
Cc1cc(NC(c2cccnc2)c2ccc3cccnc3c2O)no1 (configuration not stated),7,-11
Cc1nn(-c2ccccc2)c2sc(C(=O)N3CCCCC3)cc12,-3,11
COc1ccc(S(=O)(=O)Nc2ccc(N3CCOCC3)cc2)cc1Br,.,-7
O=S(=O)(NCc1ccco1)N1CCCCCC1,-7,15
CN1C(=O)C2(OCC(COc3ccc(Cl)cc3)O2)c2ccccc21 (configuration not stated),-38,-1
Cc1ccc2nc(-c3ccc(N4C(=O)CC(N5CCCC(C)C5)C4=O)cc3)sc2c1 (configuration not stated),.,-13
Cc1cccc(N2CCN(CCNC(=O)c3cc4c(s3)CS(=O)(=O)C4)CC2)c1C,1,-11
CS/C(=N\S(=O)(=O)c1cccs1)NC(=O)CSc1nc2ccccc2s1,73*,-15
COc1ccccc1CN(Cc1nc2ccccc2c(=O)[nH]1)C(=O)Nc1ccc(C)cc1,.,-12
Cc1c(NC(=O)c2c(F)cccc2F)c(=O)n(-c2ccccc2)n1C,3,-2
COc1cc2c(cc1OC)-c1c(OC)c(OC)c(OC)c3ccnc(c13)C2=O,.,7
COc1ccccc1N1CCN(c2ccc(-c3ccccc3)nn2)CC1,-1,6
O=C(c1cc2sccc2n1Cc1ccccc1)N1CCCc2ccccc21,.,-1
CCOC(=O)c1c(C)[nH]c(C)c1C(=O)CSc1nc(N)cc(=O)[nH]1,.,-13

# Exported with bars between the fields: entries from further up.
Molecule | HIV RNase H inh | RmlC RmlD mix
FC(F)(F)c1ccc(C2[C@H]3CN(Cc4cccnc4)[C@H](c4ccccc4)C34CC2(c2ccccc2)C4)cc1 (some centres not stated) | . | -8
CCc1ccc(NC(=O)CS(=O)CC(=O)NC(C)CCc2ccco2)cc1 (configuration not stated) | -2 | -7
CC(Sc1ccc(Cl)cc1)C(=O)Nc1ccccc1C(=O)N1CCOCC1 (configuration not stated) | . | -4
COCc1cc(=O)[nH]c(Nc2nc(C)c3ccc(C)cc3n2)n1 | -22 | .

# Remaining list, next part:
SMILES,HIV RNase H inh,RmlC RmlD mix
CCC(CC)C(=O)Nc1c2c(nn1-c1ccc(OC)cc1)CS(=O)(=O)C2,-1,-15
Cc1ccc(CSC2=Nc3sccc3C3=NC(=O)CN23)cc1,.,8
CCCCCCCC(=O)Nc1ccc(C(=O)N/N=C/c2cccc([N+](=O)[O-])c2)cc1,.,-5
CC(=O)OCc1c(C(F)(F)F)nn(C)c1Sc1ccccc1,.,17
CCc1nc(OCC(=O)c2ccccc2)c(C#N)c2c1COC(C)(C)C2,.,8
CCOc1ccccc1-n1c(SCC(=O)Nc2ccc(CC)cc2)nc2n[nH]c(C)c2c1=N,47,-16
CCOC(=O)N1CCC(Nc2c(NCCN3CCN(c4cccc(Cl)c4)CC3)c(=O)c2=O)CC1,-4,9
C=C(C)COc1ccc(-c2n[nH]c(C)c2-c2ccccc2OC)c(O)c1,6,-5
COc1ccc(C(=O)OCC(=O)c2cc(OC)ccc2OC)c(OC)c1,-6,-20
COc1ccccc1CNC(=O)c1ccc(S(=O)(=O)N2CCCC2)cc1,2,-11
C[C@@H]1CC=C[C@H]2[C@H]1C(=O)N(Cc1ccccc1)[C@H]2c1ccc2ccccc2c1,.,-11
Cn1nnnc1SCC(=O)c1ccco1,1,9
O=C(CN1C(=O)COc2ccccc21)c1cccc(Cl)c1,-6,1
COc1ccc(N(C(=O)c2ccc(F)cc2)C2=CC3CCC(C2)N3C)cc1 (configuration not stated),.,-3
Cc1ccc(-n2nc(C)c3c(-c4cccs4)c(C#N)c(N)nc32)cc1,2,-8
COc1ccccc1CNC(=O)C1CCCN(S(=O)(=O)c2c(C)[nH]c(=O)[nH]c2=O)C1 (configuration not stated),-1,3
CCC(C)Oc1cc(-c2ccnc(Nc3cccc(Cl)c3)n2)ccn1 (configuration not stated),.,2
C=CCS/C(=N\n1cnc2ccccc2c1=O)N(CC)CC,.,-13
COc1ccc(-c2ccc(-c3nnc(-c4ccncc4)o3)cc2)cc1,-8,-2
O=C(Nc1cccnc1)Nc1ccc(F)c(Cl)c1,-15,0
C=CCOc1nc(-c2ccncc2)nc2ccccc12,-13,1
COC(=O)C(CC(=O)c1ccc(Br)cc1)n1ccnc1 (configuration not stated),79*,.
O=S(=O)(Nc1ccc(-n2cccc2)cc1)c1ccc(Cl)cc1Cl,.,9
CC(C)c1ccc(NC(=O)CN(Cc2ccccc2)S(C)(=O)=O)cc1,.,-10

# High-throughput results as filed in PubChem BioAssay.

# This is a subset; rates above refer to the full screens.
